# HIF activator: HIF pathway transcriptional activation. U2OS HRE-luciferase reporter, luminescence; normalized: DMSO 0%, desferrioxamine 100%. activation, % at 7.5 µM (by protocol). hit rate 0.32% among 300,000;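 active = mean activation of at least 10% of the iron chelator positive control signal, with at least half of replicates also reaching 10%; inconclusive = mean and replicate majority disagree about reaching 10%; inactive = mean and most replicates under 10%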
# IEC-6 cytotox: counter-screen for KLF5 inhibitors: cytotoxicity in IEC-6 cells; IEC-6 cytotoxicity, luminescence viability; hit rate 0.78% among 290,000; inhibition, % at 5 µM; in the data active = inhibition above about 22%;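 note: 0% = plate median of test compound wells and 100% = cytotoxic reference compound wells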
# KLF5 inh: suppresses KLF5 promoter-driven expression. DLD-1 KLF5 promoter-luciferase reporter, luminescence. inhibition, % at 5 µM. hit rate 0.23% among 290,000;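 active = inhibition above a per-plate limit of that plate's mean compound inhibition plus 3 SD, cut at about 60% in these data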;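 note: 0% = DMSO wells and 100% = LY294002 at 200 µM; higher means less KLF5 promoter-driven luciferase light; inactives centre near -14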
# aSyn UTR inh: 5' untranslated region of α-synuclein, MLPCN primary screen; alpha-synuclein 5'UTR reporter, inhibitor activity; inhibition, % (tested at 7.5 µM); hit rate 0.82% among 300,000; AID 1813; in the data active = inhibition above about 60%; inconclusive = no clear call, values can overlap the other calls;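 note: H4 neuroglioblastoma cells stably carrying SNCA 5'UTR luciferase fusion; 0% = DMSO wells and 100% = positive control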
# HSF1 inhib: HSF1 inhibition; NIH3T3-HGL HSE-luciferase, MG132-induced, luminescence 8 h; hits give low values; activity change, negative = inhibition, % at 7.5 µM (by protocol); AID 2098; hit rate 0.77% among 300,000;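 active = more than half of replicate wells show activity change below -50%, luminescence cut by over half; inconclusive = some wells, but at most half, below -50%; inactive = no replicate well below -50%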;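 note: luciferase reports HSF-1 transcriptional activity via heat shock element; 0% = median of DMSO wells and -100% = zero luminescence signal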
# HSP90 refold inh: HSP90 refolding inhibition in rabbit reticulocyte lysate. AID 1789. inhibition, % at 5.6 µM. hit rate 0.91% among 290,000. luciferase refolding luminescence, 3 h;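 active = inhibition above the screen-wide mean plus 3 SD, computed separately per campaign, cut at about 16% in these data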;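 note: 0% = DMSO wells and 100% = 60 µM geldanamycin wells; inhibitors lower the luminescence because luciferase stays unfolded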
# Platelet DG rel: modulates dense granule release in human platelets; human platelet-rich plasma, SFLLRN dense granule ATP release, luminescence; AID 1663; hit rate 0.22% among 300,000; inhibition, %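 (compounds screened at 7.5 µM in platelet-rich plasma)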;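 active = mean replicate score, as percent of positive control, at or above 50; inconclusive = mean below 50 but at least one replicate at or above 50; inactive = mean and every replicate below 50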
# AI-2 QS modul: modulators of Vibrio harveyi AI-2 quorum sensing system | hit rate 0.4% among 300,000 | Vibrio harveyi JMH597 AI-2 luminescence/OD600 ratio, 9 h; hits give low values; strain lacks LuxN and CqsS sensors; 0 = neutral-control median | activity change, % at 7.5 µM | AID 2094; in the data active = activity change below about -75%, passing the limit was not always enough; inconclusive = no clear call, values can overlap the other calls;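 note: luminescence divided by OD600 gain over 9 h not by final OD600 alone; inactives centre near 13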
# SKKanGAS inh: SKKanGAS growth inhibition; S. pyogenes SKKanGAS, kanamycin growth, BacTiter-Glo, 6 h; inhibition, % at 7.5 µM; hit rate 1.3% among 300,000;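 active = mean replicate score, as percent of positive control median, at least 50; inconclusive = mean below 50 but one replicate at or above 50; inactive = mean and every replicate below 50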;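 note: strain carries kanamycin resistance gene driven by streptokinase promoter and grows in 40 µg/ml kanamycin; loss of luminescence reflects streptokinase promoter inhibition or plain growth inhibition; 0% = median of DMSO wells and 100% = positive control at its reference dose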
# HSF-1 act: increases HSF-1 driven luciferase reporter signal | NIH3T3-HGL HSF-1 luciferase reporter, MG132, 8 h; 100% = twice DMSO control signal | activation, % at 9 µM | hit rate 1.7% among 300,000 | AID 504408;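 active = mean replicate activation of at least 50% with a set share of replicates each reaching 50%; inconclusive = only one of those two conditions met; inactive = mean below 50% and too few replicates reaching it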;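 note: 0% = median of the neutral control wells and 100% = twice that signal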
# An asterisk follows results filed as active; ? = inconclusive; nt = not tested or not shown.
SMILES,HIF activator,IEC-6 cytotox,KLF5 inh,aSyn UTR inh,HSF1 inhib,HSP90 refold inh,Platelet DG rel,AI-2 QS modul,SKKanGAS inh,HSF-1 act
Cc1ccc(C(=O)N2CCN(c3ccc(NC(=O)Cc4ccccc4)cc3)CC2)cc1,0.0,-4,-5,6,3,-1,-5,12,3,-13
COc1ccc(CSc2n[nH]c(C)n2)cc1Br,0.2,4,-22,-52,8,-1,5,-50,-18,28
Cn1c(=O)n(C)c2cc(/C=C(/C#N)C(=O)NCc3ccco3)ccc21,-0.5,4,-46,20,0,0,0,26,0,-3
COc1ccc(CN(C)C(=O)c2ccc(NS(=O)(=O)c3ccc(F)cc3)cc2)c(OC)c1,0.0,9,-7,0,3,2,-12,19,-9,4
CCCCCN(C(=O)CSc1n[nH]c(-c2ccc(C)cc2)n1)c1c(N)n(CCCC)c(=O)[nH]c1=O,-0.9,nt,nt,0,-1,nt,-2,43,4,-2
CCn1c(CC(=O)Nc2ccc(Cl)c(Cl)c2)nnc1SCc1ccc(C)cc1,-0.4,-6,-1,25,-2,2,-13,17,0,-8
O=C(NCCC1CCCCN1S(=O)(=O)c1ccc(F)cc1)C(=O)NCc1ccccn1 (stereo unspecified),-0.1,nt,nt,-6,2,nt,3,18,-11,3
NC(=O)c1cc(N=Nc2c(N)[nH]n(-c3c(Cl)cc(Cl)cc3Cl)c2=O)ccc1Cl,0.4,3,1,-30,-2,4,6,21,8,3
CCCN1Cc2cccc(C(=O)N3CCN(c4cc(Cl)ccc4C)CC3)c2C1=O,-0.2,1,8,4,-1,-2,0,9,-2,14
Cc1nc2ccc(S(=O)(=O)NCC(=O)N3CCC(N4CCCCC4)CC3)cc2s1,-0.1,-6,-12,0,-16,-3,-15,12,-6,-6
CCOC(=O)C[C@H]1c2cc(F)ccc2S(=O)(=O)N1Cc1ccc(OC)cc1,0.9,nt,nt,25,-3,nt,-6,7,0,-8
Cc1ccccc1NC(=O)Nc1ccccc1C(N)=O,-0.1,-2,-22,-5,4,9,1,17,1,-17
Fc1ccc(Cn2c(SCc3ccc(F)c(F)c3)nnc2C(F)(F)F)cc1,0.1,-2,19,24,14,3,3,0,-2,17
Cc1ccc(C(NC(=O)N2CCOCC2)C(Cl)Cl)cc1F (stereo unspecified),-0.1,-2,-26,-11,-5,-1,1,27,-5,-2
C/C(=N\NC(=O)c1c[nH]c2ccccc12)c1ccco1,1.7,2,-62,-174,0,4,-2,4,1,8
Cc1ccc(N2CC(C(=O)Nc3nnc(SCCN4CCOCC4)s3)CC2=O)cc1C (stereo unspecified),0.1,-1,-3,22,-6,1,-1,18,6,-1
c1ccc(CNCc2ccc3c(c2)OCO3)nc1,-0.1,-4,-27,-19,1,2,-1,0,11,-11
COc1cccc(C2(c3cccc(OC)c3)CC2C(=O)Nc2ccccc2Cl)c1 (stereo unspecified),-0.1,-6,-4,30,3,-3,9,14,12,-12
COc1cccc(CN2CCN(C3CCN(c4cccc(C)c4C)CC3)CC2CCO)c1 (stereo unspecified),-0.4,17,-34,-5,-5,5,-3,5,2,-1
O=C(NCCN1CCCCC1)c1ccco1,0.2,0,-9,8,0,4,11,1,1,-17
COc1ccc(OC)c(CC(NC(C)=O)C(=O)NC2CCN(C(=O)c3cccc(C)c3)CC2)c1 (stereo unspecified),-2.3,3,-15,-2,5,2,-2,37,-3,7
O=C1c2sc3nc4ccccc4n3c2C(=O)N1c1ccccc1Cl,1.1,2,-61,-72,7,2,6,6,13,11
CN(C(=O)C1CCCN(S(=O)(=O)c2cccc([N+](=O)[O-])c2)C1)C1CCS(=O)(=O)C1 (stereo unspecified),-0.7,-1,10,-8,1,4,0,24,-4,4
CC(=O)C1C(c2ccco2)c2c(noc2C)CC1(C)O (stereo unspecified),-1.1,-1,-12,-24,-6,0,-2,6,-1,12
O=C(Nc1ccc2c(c1)OCO2)c1noc2c1CCCC2,0.2,3,-88,-4,6,14,-10,16,3,22
# The listing continues.
SMILES,HIF activator,IEC-6 cytotox,KLF5 inh,aSyn UTR inh,HSF1 inhib,HSP90 refold inh,Platelet DG rel,AI-2 QS modul,SKKanGAS inh,HSF-1 act
CC(=O)C1=C(C)NC(C)=C(C(C)=O)C1c1cccs1,-0.1,1,3,16,-4,-1,1,15,-1,6
COc1ccccc1N1CCN(CC(C)N(C(=O)C2CCCCC2)c2ccccn2)CC1 (stereo unspecified),0.0,3,-17,0,-5,-6,0,40,-2,-3
CC(C)(C)Cc1nnc(NC(=O)CCc2ccccc2)s1,3.8,3,-36,-124,3,-2,-5,-6,3,4
CC[C@H]1CC2CN3CCc4c([nH]c5c([C@H]6C[C@H]7[C@H](CC)CN(C)[C@@H](Cc8c6[nH]c6ccccc86)[C@H]7C(=O)OC)c(OC)ccc45)C(C(=O)OC)(C2)C13,-0.6,nt,nt,-13,-8,nt,4,55,5,12
C#CCSc1ncc(-c2ccccc2)cn1,2.4,0,-26,-101,1,-3,5,16,-2,10
CCOC(=O)c1ccc(NC(=O)c2nc[nH]c2C(=O)N[C@@H](CC(C)C)C(=O)OCc2ccccc2)cc1,0.1,nt,nt,-5,-3,nt,1,7,63*,-2
COc1ccc(C)cc1N(C(=O)c1ccco1)C(C(=O)NC1CCCC1)c1cc(OC)c(OC)c(OC)c1 (stereo unspecified),-0.7,-2,6,-12,-8,0,-12,14,0,-7
CCCCCn1nc(C(=O)N(CCOC)c2c(N)n(CCCC)c(=O)[nH]c2=O)c2ccccc2c1=O,0.0,nt,nt,0,-1,nt,-6,27,-5,-10
O=[N+]([O-])c1ccc(N2CCN(c3cccc(Cl)c3)CC2)nc1,-0.1,0,-10,-45,1,0,0,1,7,36
O=C(NCc1ccccc1Cl)c1cnn2cccnc12,-0.2,3,-34,20,3,0,-2,4,2,20
O=C(/C=C/Nc1cccc(C(F)(F)F)c1)c1ccc(Oc2ncccn2)cc1,1.7,1,-4,-94,-21,0,5,41,7,-29
Cc1ccc(C)c(-n2c(-c3ccncc3)n[nH]c2=S)c1,-0.7,1,8,2,-7,-4,-16,2,1,-3
O=C(CS(=O)(=O)Cc1ccccc1)NCCc1ccc(F)cc1,0.0,1,-9,-7,-4,-4,-3,13,-4,-13
COc1ccccc1N1CCN(S(=O)(=O)c2cccs2)CC1,-0.3,-6,-38,22,-7,0,5,3,2,-1
CCOC(=O)C1(Cc2cccc(F)c2)CCN(C(=O)COC)CC1,0.1,1,-11,9,1,0,-2,15,-8,-3
Cc1cc(C)c(S(=O)(=O)NCc2ccc3c(c2)OCO3)c(C)c1,-0.1,1,-8,27,-1,4,0,3,-1,6
CSc1nsc(SCC(=O)Nc2ccc(OC(C)=O)cc2)n1,2.9,-4,-34,-124,9,-4,3,30,-4,7
NC(=O)CC(NC(=O)Cc1ccc(Br)cc1)c1ccc(NC2CC3CCC2C3)c([N+](=O)[O-])c1 (stereo unspecified),1.4,10,0,19,30,-1,-1,24,34,33
CC(C)(C)n1nc2c(c1NC(=O)Cc1ccc([N+](=O)[O-])cc1)CS(=O)(=O)C2,-0.1,1,-41,15,-7,0,-16,26,2,8
COC(=O)c1ccc(CSc2nc3ccccc3c(=O)n2-c2ccc(OC)c(OC)c2)o1,-0.4,4,-1,19,21,5,0,22,0,27
COCCNCCCOc1ccc(C)cc1Br,0.2,-1,-6,-5,5,3,6,6,5,-11
O=C(Cn1ncc(N2CCCC2)c(Br)c1=O)c1ccc(Cl)cc1,0.3,5,-54,-92,54,-1,25,-20,2,75*
Cc1ccc(NC(=S)NN2CCN(C)CC2)cc1,0.8,-3,1,-6,5,-1,17,23,-2,2
CC1(C)CC(=O)C(C(=O)Cc2ccccc2[N+](=O)[O-])C(=O)C1,0.0,-4,4,-4,0,1,-9,9,2,3
CCOC(=O)CNc1ccc2c(c1)OCO2,0.2,-1,-27,-29,-3,1,17,20,3,4
# Additional entries
SMILES,HIF activator,IEC-6 cytotox,KLF5 inh,aSyn UTR inh,HSF1 inhib,HSP90 refold inh,Platelet DG rel,AI-2 QS modul,SKKanGAS inh,HSF-1 act
O=S1(=O)N=C(Oc2cccc3ccccc23)c2ccccc21,-2.2,-6,-14,-51,28,-2,10,-10,2,44
CCOC(=O)C1=C(C)NC(=O)NC1c1ccc(-c2ccc(Cl)cc2)o1 (stereo unspecified),2.7,9,-14,-28,-6,-2,-7,1,-3,-2
COc1cccc(N2C(=O)CC(N3CCC(c4nc5ccccc5[nH]4)CC3)C2=O)c1 (stereo unspecified),-0.6,1,-24,5,0,0,0,6,-5,19
O=C(NNC(=O)C1C2C=CC(C2)C1C(=O)O)c1cc(Cl)ccc1O (stereo unspecified),nt,-2,-50,nt,nt,-4,nt,26,nt,nt
CCCCC1CCC(C(=O)OC(C)C(=O)Nc2ccc(NC(C)=O)cc2)CC1 (stereo unspecified),0.2,-5,-12,5,0,4,-11,15,14,7
COc1ccc(NC(=O)CCNS(=O)(=O)c2cccc3nsnc23)c(OC)c1,-0.3,3,1,-30,4,2,-15,24,-1,-7
O=C(Nc1ccc(C(F)(F)F)cc1)c1cc(S(=O)(=O)NCC2COc3ccccc3O2)ccc1F (stereo unspecified),-0.4,8,12,17,1,-2,3,13,?,5
COc1cc(Br)cc(/C=N/c2ncn[nH]2)c1O,0.0,-7,-20,23,5,-1,6,23,-3,-10
CCCCc1ccc(/C(C)=N/Nc2cc(N3CCOCC3)nc(C)n2)cc1,-0.4,4,-7,-6,-1,-2,-3,1,20,14
Cc1cccc(/C=N/NC(=O)c2ccc(Br)cc2)c1,1.4,4,2,-90,10,6,-13,-4,-15,21
O=C1OCc2ccc(NC(=O)C3CCCCC3)cc21,-0.4,-7,-19,-6,-7,-3,1,12,3,-17
CCC1Oc2ccccc2N(CC(=O)NCCCN2CCC(C)CC2)C1=O (stereo unspecified),-0.1,1,-25,8,-6,0,2,19,2,-15
COc1cccc(-n2nnnc2SCC(=O)Nc2cccc(NC(C)=O)c2)c1,nt,-1,-6,3,5,-7,7,24,-14,5
O=C(NC1CCCC1)C1CCC(CNS(=O)(=O)c2ccccc2)CC1 (stereo unspecified),0.0,-1,-27,-8,-3,-1,1,0,7,-3
COc1cccc(NC(=O)CN2C(=O)CSc3ccc(S(=O)(=O)N4CCCCC4)cc32)c1,0.3,11,3,30,-2,1,-13,23,-3,-12
CCC(=O)c1ccc(OCC(O)CN2CCc3ccccc3C2)cc1 (stereo unspecified),-0.1,-6,-5,-7,-8,-2,5,nt,-1,-6
COc1ccc(N2C(=O)CC(Nc3cccc(C(C)=O)c3)C2=O)cc1OC (stereo unspecified),-1.6,9,-18,-10,-6,2,0,12,1,-9
CCOC(=O)c1nc(Nc2cccc(C)c2)c2ccccc2n1,-0.6,-9,1,4,1,1,1,49,-11,-10
Cc1ccc(N2CC(C(=O)N3CCC(C(=O)Nc4nnc(C(C)(C)C)s4)CC3)CC2=O)cc1 (stereo unspecified),-0.1,-4,-17,23,-3,-3,-1,15,20,-2
Cc1cc(NC(=O)CSc2nnc(Cn3c(=O)sc4ccccc43)n2-c2ccccc2C)no1,0.0,-3,-5,7,0,-5,1,23,-7,4

# Source: PubChem (several laboratories)

# Hits appear at their usual frequency. About 6% of those tested had a hit in this group.
